Cdc42 wt: human Cdc42 wildtype GTP binding change, either direction. AID 761. actives 0.2% (n = 190,000). P60953. percent activity (GTP binding), % at 10 µM. GST-Cdc42 beads, Bodipy-GTP binding, flow cytometry; actives lie on both sides;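 active means percent activity GTP binding at least 20 points away from the 100% baseline, either down as inhibitor or up as activator; inconclusive means compound flagged as likely green fluorescent from well-wide comparison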;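 further: median bead fluorescence of bound Bodipy-FL-GTP at 100 nM; 0% = excess unlabeled GTP control and 100% = no compound control; below 100% means less GTP binding so inhibitor and above means activator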
HRas wt GTP: changes GTP binding to wildtype human HRas; GST-Ras wt beads, Bodipy-FL-GTP binding, flow cytometry; actives lie on both sides; GTP binding activity, % at 10 µM; AID 759; actives 0.14% (n = 190,000);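 active means GTP binding activity at least 20% away from the 100% baseline, either lowered as inhibitor or raised as activator; inconclusive means flagged as likely green fluorescent, judged across all proteins in the well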;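 further: 0% = unlabeled GTP competition control and 100% = no-compound control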
Rab2 wt GTP: changes GTP binding to wildtype dog Rab2A, up or down | P61105 | GST-Rab2 wt beads, Bodipy-GTP binding, flow cytometry | GTP binding activity, % at 10 µM | actives 0.19% (n = 190,000);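 active means GTP binding activity at least 20 points away from 100%, either lowered or raised; inconclusive means signal likely due to the compound's own green fluorescence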;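 further: 0% = beads with excess unlabeled GTP and 100% = no-compound control corrected for plate trend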
ABCB1 inh: human ABCB1 inhibition, ABCG2 as counter-screen | P08183 | CCRF-Adr cells, JC-1 efflux, flow cytometry | inhibition, % at 6.6 µM | actives 0.067% (n = 190,000); in the data active means inhibition above about 40%;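 further: 0% = vehicle and 100% = reference inhibitor; higher value means more JC-1 retained so stronger ABCB1 efflux block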
Avidin fluor: compound fluoresces at 488/530 nm on avidin beads; compound fluorescence 488/530 nm, flow cytometry; active compounds read high; fluorescence (KMESF) at 10 µM; actives 0.38% (n = 220,000); in the data active means fluorescence above about 47; further: inactives centre near 10
Rab7 wt GTP bind: dog Rab7 wildtype GTP binding, inhibitors and activators; GTP binding activity (percent of control), % at 10 µM; actives 0.055% (n = 190,000); GST-Rab7 beads, fluorescent GTP binding, flow cytometry; actives lie on both sides; untreated = 100%, excess cold GTP = 0%;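 active means fluorescent GTP binding to Rab7 beads changed by at least 20 points from the 100% baseline, either direction, mostly lower; inconclusive means compound itself probably fluorescent, or too few beads counted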;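 further: median green fluorescence of bound Bodipy-FL-GTP per Rab7 bead population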
Pf gametocyte: inhibitors of late stage P. falciparum gametocyte viability; P. falciparum stage V gametocytes, ATP luminescence, 24 h; inhibition, % at 10.9 µM; actives 0.065% (n = 150,000); AID 743093;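 active means inhibition above the mean plus 3 SD of compounds within the control limits, set per campaign, cut at about 38% in these data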;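 further: 0% = DMSO wells and 100% = medium only without gametocytes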
Rac1 act GTP bind: modulators of GTP binding to human Rac1 activated mutant. GST-Rac1 activated beads, fluorescent GTP binding, flow cytometry; actives lie on both sides; 100% means binding = to untreated wells. percent activity (GTP binding), % at 10 µM. actives 0.11% (n = 190,000). AID 764;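 active means GTP binding at least 20 percentage points away from the 100% baseline, in either direction, so actives lie on both sides; inconclusive means Compound likely fluorescent itself, or too few beads counted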
Mcl1 Noxa PPI: disrupts binding of human Mcl-1 to Noxa peptide. Q07820. TR-FRET Mcl-1/Noxa peptide binding, 2 h. inhibition, % at 21.7 µM. actives 1.5% (n = 220,000);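 active means compounds that cut the protein-peptide binding signal by more than 50% relative to plate controls in a single-dose test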;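 further: His-tagged Mcl-1 with rhodamine Noxa BH3 peptide and terbium anti-His antibody; 0% = Mcl-1 plus Noxa peptide wells and 100% = peptide-only wells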
ABCG2 inh: inhibitors of human ABCG2 transporter, ABCB1 counter-screen | Q9UNQ0 | IgMXP3 cells, JC-1 efflux, flow cytometry | inhibition, % at 6.6 µM | actives 0.1% (n = 190,000) | AID 1325;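 active means inhibition above 80%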;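 further: 0% = DMSO and 100% = nicardipine control wells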
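test system = two drug-resistant human cell lines, ABCG2 and ABCB1 | amount = 3 million cells/mL final, two lines in 1:1 ratio | reagent = JC-1 transporter substrate | doses = one concentration, 6.6 µM final | incubation = 10 min at 25 °C | signal = flow cytometric JC-1 green MFI at 530 nm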
Rac1 wt GTP bind: modulators of human Rac1 wildtype GTP binding. P63000. GST-Rac1 beads, fluorescent GTP binding, flow cytometry; actives lie on both sides; 0 = cold GTP competed, 100 = untreated. GTP binding activity (% of control), % at 10 µM. actives 0.27% (n = 190,000). AID 757;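 active means GTP binding activity at least 20 points away from the 100% control level, either lower or higher; inconclusive means compound flagged as likely green fluorescent, judged across all proteins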
* hit, by the source's call; ? = inconclusive; . = no result given.

SMILES	Cdc42 wt	HRas wt GTP	Rab2 wt GTP	ABCB1 inh	Avidin fluor	Rab7 wt GTP bind	Pf gametocyte	Rac1 act GTP bind	Mcl1 Noxa PPI	ABCG2 inh	Rac1 wt GTP bind
CC(C)=C1C2C=CC1C1C(=O)N(c3ccc4c(c3)OCO4)C(=O)C21 (stereo unspecified)	101	101	102	0.2	4	102	.	99	17	3	102
Cc1[nH]n(-c2ccc([N+](=O)[O-])cc2)c(=O)c1C=NCC1CCCO1 (stereo unspecified)	99	100	100	0.5	14	105	-24	98	-12	5	99
CCc1ccc(C(=O)COC(=O)C(Cc2ccccc2)NC(=O)c2ccc(Cl)cc2)cc1 (stereo unspecified)	102	100	99	-1.8	13	98	.	98	-5	3	100
Cc1cccc(NC(=O)Nc2ccc3c(c2)N(C)C(=O)CS3)n1	97	97	97	-1.3	9	102	.	95	25	0	97
Cc1ccc(-c2noc(CCC(=O)NCc3ccco3)n2)cc1	103	102	101	0.3	7	102	.	101	23	2	107
CCOc1cc(/C=C2\C(=O)N(Cc3ccc(C)cc3)C(C)=C2C(=O)OC)ccc1O	?	?	?	0.9	38	?	-14	?	26	1	?
CN(C)C=NC(=O)c1cc(C(=O)c2ccc(C(C)(C)C)cc2)c[nH]1	100	101	98	-0.2	9	91	34	93	8	14	99
COc1ccc(S(=O)(=O)N2CCOCC2)cc1NC(=O)CO/N=C/c1ccccc1OC(F)F	99	99	99	14	8	98	-2	99	21	19	102
CC(=O)c1sc(Nc2nc3ccc(F)cc3s2)nc1C	100	97	98	-0.4	8	99	.	97	.	8	99
CCOc1cc(C2NC(=O)NC(c3ccccc3)=C2C(C)=O)ccc1OCC(N)=O (stereo unspecified)	103	102	101	0.3	39	102	.	99	11	1	103
CCCCCn1c(SCCc2ccccc2)nc2c1c(=O)[nH]c(=O)n2C	101	102	102	1.0	10	104	18	100	19	4	106
Cc1ccc(-c2csc3nc4c5ccccc5c(NCCCN(C)C)nn4c(=O)c23)cc1	72*	73*	77*	-1.3	12	90	-15	89	24	-3	79*
CC(C)OC(=O)CSc1nnc(-c2ccc(Cl)cc2Cl)o1	102	99	102	-2.9	8	93	.	98	19	-1	100
O=C(CSc1nc2ccccc2c(=O)n1Cc1ccc(F)cc1)NCc1cccs1	102	99	99	0.2	12	97	0	100	4	-3	103
O=C(OCc1nc2ccccc2s1)c1ccc(Br)o1	91	90	93	-0.2	9	103	5	91	-8	3	95
CCOC(=O)c1ccc(C(=O)OCC)c(NC(=S)Nc2ccc([N+](=O)[O-])cc2OC)c1	103	102	102	-0.1	5	105	.	100	18	-1	106
Cc1ccccc1OCC(=O)N/N=C/c1ccc2c(c1)OCCO2	96	99	96	0.3	13	100	-6	95	14	12	95
CC(C)c1nc2ccc(NC(=O)C3CCCCC3)cc2[nH]1	106	102	102	0.3	8	96	.	102	5	7	105
CN(c1ccccc1)S(=O)(=O)c1ccc(NC(=O)c2cccs2)cc1	99	98	97	1.6	6	104	-1	95	13	13	97
COc1nc(OC)nc(N2CCC(C(=O)NCc3cccs3)CC2)n1	105	102	104	0.6	8	99	3	100	-8	12	105
CCOC(=O)/C(N=Nc1c(C)n(C)n(-c2ccccc2)c1=O)=C(\C)O	105	100	100	0.4	23	100	65*	101	-7	55	103
O=C(CSc1nnc2scc(-c3ccccc3)n12)NCC1CCCO1 (stereo unspecified)	100	100	99	3.0	16	100	-10	97	-2	34	102
CCOC(=O)C1=C(C)N(C)C(C)=C(C(=O)OCC)C1c1ccccc1	99	99	98	0.6	5	98	.	97	-1	12	104
O=S(=O)(NCCc1ccccn1)c1ccc(F)c(F)c1	98	99	97	-2.4	13	93	.	95	-19	-2	94

Two compounds from above, limited to Rab7 wt GTP bind.
mol | Rab7 wt GTP bind
CCOC(=O)/C(N=Nc1c(C)n(C)n(-c2ccccc2)c1=O)=C(\C)O | 100
O=C(CSc1nnc2scc(-c3ccccc3)n12)NCC1CCCO1 (stereo unspecified) | 100

Additional compounds follow.
SMILES	Cdc42 wt	HRas wt GTP	Rab2 wt GTP	ABCB1 inh	Avidin fluor	Rab7 wt GTP bind	Pf gametocyte	Rac1 act GTP bind	Mcl1 Noxa PPI	ABCG2 inh	Rac1 wt GTP bind
Cc1cc(CNC(=O)CCc2nnc(CCCCc3ccccc3)o2)nn1C	97	99	99	0.0	2	106	-39	96	9	3	99
OCC(Cc1ccccc1)NCc1ccccc1C(F)(F)F (stereo unspecified)	100	93	96	1.3	3	95	-8	97	16	4	102
O=C(COc1ccc(-c2ccccc2)cc1)NN=C1CCCC1	93	95	92	-0.5	10	94	8	91	2	1	94
O=C(Nc1cccn2ncnc12)c1ccccc1	98	99	95	0.0	32	95	-7	96	4	1	101
COc1ccc(C(=O)N2CCOC2CNC(=O)C(=O)NCc2ccc(Cl)cc2)cc1 (stereo unspecified)	?	?	?	0.2	25	?	4	?	-2	1	?
CC1CCCCC1NC(=O)/C=C/c1nc2ccccc2s1 (stereo unspecified)	?	?	?	0.6	25	?	0	?	-3	9	?
N#CCCn1c(SCC(=O)NCc2ccco2)nc2ccccc21	105	102	102	0.2	8	101	11	100	3	2	101
CCOC(=O)c1[nH]c(=O)[nH]c1CN(Cc1ccco1)Cc1[nH]c(=O)[nH]c1C(=O)OCC	92	97	96	-0.4	8	98	-17	99	1	0	98
CC(NC(=O)c1ccco1)C(=O)Nc1nc(-c2ccccn2)cs1 (stereo unspecified)	97	96	94	0.6	6	98	-4	95	-15	2	98
CC(C)(C)c1cc(CN2CCCCC2)cc(C(C)(C)C)c1O	107	103	104	-0.3	8	99	.	101	9	-1	108
Cc1nn(C(=O)c2cccnc2)c(C)c1Sc1ccc(Br)cc1	103	103	102	1.2	6	101	.	99	20	5	103
CCN(CC)S(=O)(=O)c1cc(NC(=O)C(C)Nc2ccccc2N2CCOCC2)ccc1C (stereo unspecified)	97	96	98	2.1	11	102	.	97	22	15	100
COc1ccc(OCCC(=O)OCC(=O)c2ccc[nH]2)cc1	94	97	98	0.4	6	104	7	93	21	3	93
O=C(CSCc1ccc(Br)cc1)N1CCOCC1	98	98	98	0.3	3	100	.	97	29	1	95
Cc1nnsc1C(=O)NNS(=O)(=O)c1ccccc1	?	?	?	0.4	15	?	.	?	6	2	?
COc1ccc2cc(C(=O)C3CCCN(C(=O)Cc4c(C)noc4C)C3)ccc2c1 (stereo unspecified)	92	94	94	0.6	1	96	.	94	-7	3	95
COc1ccccc1NC(=O)c1ccccc1S(=O)(=O)c1ccccc1[N+](=O)[O-]	101	99	98	1.2	9	109	23	98	8	8	103
Cn1c(=O)c2c(nc(Oc3ccc(-c4ccccc4)cc3)n2C)n(C)c1=O	103	102	100	0.4	11	99	2	101	14	7	104
COCCCN1C(=O)C(=O)/C(=C(/O)c2ccccc2)C1c1ccc(N(C)C)cc1 (stereo unspecified)	102	99	97	0.5	20	101	.	98	20	3	102
CN(C(=O)COC(=O)c1ccc2ccccc2n1)C1CCS(=O)(=O)C1 (stereo unspecified)	97	98	96	0.4	11	97	-6	97	7	2	101
Cc1ccc(S(=O)(=O)CC(C)N2CCN(C3CCCCC3)CC2)cc1 (stereo unspecified)	97	94	95	0.2	17	98	-3	96	-18	2	98
Cc1ccc2nc(SCc3nc4cc(Cl)ccc4c(=O)[nH]3)[nH]c2c1	90	93	92	-0.7	14	93	.	92	29	0	91
COc1ccc(-c2nn3c(-c4ccc(F)cc4)nnc3s2)cc1	101	98	99	0.8	11	102	10	97	4	31	100
Cc1ccc(C2=NN(CCC(=O)NCCC(C)C)C(=O)CC2)cc1	100	101	99	0.2	13	98	.	101	10	3	97
COc1cccc(N/C(C)=C/C(=O)c2ccc(Br)cc2)c1	100	98	97	-0.2	5	99	14	95	9	-1	100
CCOCCCN(C(=O)c1ccco1)C(C(=O)NC1CCCC1)c1cccc(OC)c1OC (stereo unspecified)	96	97	98	0.3	7	100	.	96	17	0	98
O=S(=O)(NCCc1csc(-c2ccc(C(F)(F)F)cc2)n1)c1ccc2c(c1)OCCO2	97	97	98	0.3	7	98	.	95	10	4	100
C/C(=N/NC(=O)c1cc(-c2cccc([N+](=O)[O-])c2)n[nH]1)c1ccc(Cl)cc1	101	99	97	0.3	13	100	23	97	64*	10	101
O=C(NCc1ccco1)c1csc2c1CCCC2	103	102	100	0.9	9	108	-6	98	-1	3	100
COc1ccc(CN2CCCCC2C)c(C)c1C (stereo unspecified)	97	96	96	0.3	12	94	12	94	.	1	94
O=C(COC(=O)c1cccc(NC(=O)c2ccco2)c1)c1ccc(Br)cc1	103	102	101	3.8	15	99	4	99	3	7	104
NC(N)=N/N=C/c1cc([N+](=O)[O-])ccc1O	101	99	98	0.1	6	95	-7	98	19	4	103
Cn1cnnc1SCC(=O)c1c[nH]c2ccccc12	99	101	99	0.3	14	98	.	97	-15	1	96
Cc1cc(N2CCCCC2)nc(NCc2ccccc2)n1	102	102	103	-0.1	31	103	.	98	-10	0	101
O=C(Nc1ccccc1Oc1ccccc1)C1CCCC1	98	99	98	0.0	11	101	-22	97	6	0	97
Cc1ccc(NC(=O)N2CCC(C(N)=O)CC2)cc1	103	102	101	0.3	24	103	.	100	18	11	105
COc1ccc(OC)c(NC(=O)CNC(=O)Cn2c(C)cc3ccccc3c2=O)c1	105	103	102	0.6	15	100	.	101	3	2	106
CCOC(=O)C1=C(C)NC(=O)C(C(N)=O)C1c1ccccc1 (stereo unspecified)	101	102	102	-0.1	17	101	.	98	.	-1	102
S=c1[nH]nc(-c2cc3c(s2)-c2ccccc2CC3)o1	100	100	98	-3.4	5	100	-6	98	26	-5	102
CC1(C)NC(=O)N(CCCOc2ccc3c(c2)CCC3)C1=O	101	101	101	0.1	15	102	-14	97	-11	1	103
O=[N+]([O-])c1ccc(S(=O)(=O)N/N=C/c2cccs2)cc1	97	97	97	-0.8	4	98	-1	99	32	-4	102
COc1ccc2c(c1)[nH]c1c(=O)n(CCN3CCCC3)cnc12	103	104	103	-0.1	7	102	-19	104	32	1	108
COc1ccc(CN2CCN(C3CCSCC3)CC2CCO)c(C)c1C (stereo unspecified)	104	101	103	0.6	7	98	0	102	14	2	104
Cc1ccc(S(=O)(=O)NC(=O)Nc2c(C)n(C)n(-c3ccccc3)c2=O)cc1	103	102	101	0.2	6	101	-21	101	4	7	104

Screening data deposited in PubChem BioAssay by several laboratories.
